Source: PubChem BioAssay
Shn3 inh set2 = reduces Shn3 3'UTR luciferase signal in osteoblasts; Clone20 osteoblast Shn3 3'UTR firefly luciferase, 24 h; inhibition, % at 12.5 µM; 360,000 tested, 0.52% active; AID 588674;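 active = mean inhibition of at least 75% with every replicate also reaching 75%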;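 note: 0% = median of neutral control wells and 100% = pilot-screen positive control compound; some compounds past the cut are filed as inactive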
MITF TRPM1 inh = MITF TRPM1 promoter inhibition in SK-MEL-5 cells; SK-MEL-5 TRPM1 promoter luciferase, 24 h; inhibition, % at 12.5 µM; AID 488899; 330,000 tested, 0.83% active;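 active = mean inhibition across replicates of 60% or more, whatever share of single replicates reaches that level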; note: values of inactives mirror those of a sister screen read the other way
iPSC survival up = increases survival of single human iPS cells; hiPSC single-cell survival, ATPlite luminescence; 100% = ROCK inhibitor wells, 0% = DMSO; 360,000 tested, 0.044% active; survival enhancement, % at 20 µM; in the data active = survival enhancement above about 18%;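 note: cells exposed to compounds for 16 hours before the ATP read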
HIF-2a inh = HIF-2a inhibition; 786-0 RCC cells HIF-2a reporter, luciferase luminescence, overnight; inhibition, % at 18.8 µM; 360,000 tested, 0.72% active; AID 624352;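 active = inhibition of the luminescence signal of 40% or more relative to plate controls, in a single-dose primary screen at 18.75 µM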
NR2E3 ag-1 = agonists of human nuclear receptor NR2E3; Q9Y5X4; GST-NR2E3/biotin-RetCOR TR-FRET, 1536-well; inhibition of corepressor binding, % at 4.78 µM; 320,000 tested, 0.12% active; AID 2300;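 active = percent inhibition above the cutoff of mean plus 3 SD of all tested compounds, set per screening campaign, cut at about 20% in these data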;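 note: 0% = DMSO wells and 100% = biotin wells as full block of FRET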
Target sequence (Q9Y5X4 whole entry, looked up): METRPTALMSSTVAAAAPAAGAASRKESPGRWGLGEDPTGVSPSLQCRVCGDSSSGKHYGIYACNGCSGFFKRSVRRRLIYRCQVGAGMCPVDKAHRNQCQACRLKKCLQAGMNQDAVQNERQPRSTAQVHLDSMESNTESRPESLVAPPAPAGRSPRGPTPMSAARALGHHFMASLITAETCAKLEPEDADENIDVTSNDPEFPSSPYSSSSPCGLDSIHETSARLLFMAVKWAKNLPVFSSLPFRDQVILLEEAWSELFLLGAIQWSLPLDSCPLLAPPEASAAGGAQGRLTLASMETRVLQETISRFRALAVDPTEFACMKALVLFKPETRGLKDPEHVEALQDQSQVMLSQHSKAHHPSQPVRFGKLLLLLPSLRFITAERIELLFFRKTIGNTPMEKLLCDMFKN
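System: GST-tagged NR2E3 plus biotinylated RetCOR corepressor; Buffer or medium: pH 7.5 Tris-based buffer; Probe or stimulus: RetCOR corepressor, biotinylated, 7 nM; Doses: compound at 4.8 µM, single dose; Schedule: 5 h incubation at 4 °C; Technique: time-resolved FRET; Evaluation: percent inhibition of TR-FRET ratio; Replication: one well per compound, singlicate testing.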
TWEAK Fn14 block = blocks TWEAK-Fn14 interaction in a reporter cell assay; TWEAK-stimulated Fn14 reporter cells, luciferase luminescence, 8 h; inhibition, % at 10 µM; 360,000 tested, 2% active; AID 1159606; in the data active = inhibition above about 50%
NR2E3 ag-2 = agonists of human NR2E3 nuclear receptor. 360,000 tested, 0.35% active. inhibition of corepressor binding, % at 3.98 µM. Q9Y5X4. CHO-S Gal4-NCOR/VP16-NR2E3 two-hybrid, luciferase. AID 602229;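 active = inhibition above the mean of all tested compounds plus 3 SD, cut at about 70% in these data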;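 note: 0% = DMSO with NR2E3 transfected cells and 100% = cells lacking NR2E3 construct; higher means lower luciferase signal from less NR2E3 corepressor binding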
aDG glyco up = increases alpha dystroglycan glycosylation; Pro5-aDG cells, alpha-DG glycosylation AlphaScreen (IIH6); 0% Pro5, 100% B10-LARGE cell signal; activation, % at 10 µM; 360,000 tested, 0.22% active; AID 624168;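 active = activation of at least 8% versus controls, or a plate z-score of at least 8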;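 note: Pro5 are CHO cells carrying HIG-tagged alpha-DG that lacks glycosylation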
KKLEB tox = reduces viability of KKLEB cystic fibrosis airway cells; 360,000 tested, 0.36% active; KKLEB CF airway cells viability, ATPlite luminescence, overnight; active compounds read low; cells stimulated with P. aeruginosa culture filtrate; activity change (cytotoxicity), % at 5 µM;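 active = corrected activity change at or below -50% at 5 µM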
CF NFkB block = inhibitors of cystic fibrosis induced NF-kB. KKLEB NF-kB-GFP reporter, PAF-induced, GFP fluorescence overnight. inhibition, % at 5 µM. 360,000 tested, 0.86% active;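 active = at least 50% inhibition at 5 µM, scaled per plate between neutral and stimulator controls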;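 note: PAF is a Pseudomonas aeruginosa culture filtrate used as stimulus; plate controls were PAF-stimulated DMSO wells for no effect and unstimulated DMSO wells for full effect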
Peg3 promoter = Peg3 promoter activity inhibition. HeLa PEG-Prom luciferase reporter, luminescence, overnight. inhibition, % at 20 µM. 360,000 tested, 1.7% active;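 active = inhibition of at least 50% at 20 µM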
An asterisk follows results filed as active; · = no result given.

no. | SMILES | Shn3 inh set2 | MITF TRPM1 inh | iPSC survival up | HIF-2a inh | NR2E3 ag-1 | TWEAK Fn14 block | NR2E3 ag-2 | aDG glyco up | KKLEB tox | CF NFkB block | Peg3 promoter
1 | CC1CCCCC12NC(=O)N(CC(=O)N1CCN(S(=O)(=O)c3cccs3)CC1)C2=O (stereo not drawn) | -2 | -3 | -0.2 | 11 | · | -5 | -2 | 0.5 | 9 | -8 | 8
2 | CC(NC(=O)C(C)(C)C)C(c1cccs1)N1CCOCC1 (stereo not drawn) | 3 | -5 | 0.8 | 15 | -1 | -8 | -24 | -0.1 | -10 | -4 | -7
3 | COc1ccc2c(c1)nc(CN1CCN(CCO)CC1)n2C | -8 | 3 | -0.6 | 13 | 3 | 5 | 21 | 0.0 | 8 | 13 | 9
4 | Cc1cc(NC(=O)c2cccc(S(=O)(=O)N3CCOCC3)c2)c2ccccc2n1 | 44 | 13 | -0.4 | 17 | -2 | -2 | 20 | -0.1 | -5 | -10 | 14
5 | COc1ccc2cc(CCNC(=O)c3ccc(Br)o3)c(=O)[nH]c2c1 | -19 | 3 | -1.1 | -1 | 1 | 15 | -22 | 0.4 | -8 | -10 | -1
6 | COc1ccc(-c2cc3ccccc3oc2=O)cc1NC(=O)c1cccnc1 | -30 | -23 | -3.9 | -73 | 3 | -19 | -17 | -0.5 | 9 | -20 | -13
7 | CC(=O)Nc1ccc(C(=O)NC(C)c2ccc(-n3ccnc3)cc2)cc1 (stereo not drawn) | 11 | 6 | 0.7 | -6 | -3 | -5 | -19 | 0.3 | -4 | -1 | 5
8 | Cc1ccc(C(=O)CC2(O)C(=O)Nc3ccccc32)s1 (stereo not drawn) | -12 | 4 | -2.9 | 13 | 0 | 10 | 12 | 0.0 | -2 | 2 | 10
9 | O=C1c2ccccc2NC2CCCCC12 (stereo not drawn) | 6 | 6 | 4.2 | 2 | 2 | 3 | 10 | 0.1 | 6 | -4 | 1
10 | O=C(Cn1c(-c2ccccc2)noc1=O)Nc1ccc(N2CCCCCC2)cc1 | 6 | 0 | -0.4 | -3 | 1 | 9 | 6 | -0.6 | 12 | 1 | 1
11 | C[C@H](CO)N1C[C@H](C)[C@@H](CN(C)S(=O)(=O)c2ccc3ccccc3c2)OCc2cn(nn2)CCCC1=O | -3 | · | -1.9 | 4 | · | 1 | -1 | -0.1 | 1 | 13 | -4
12 | CCOC(=O)c1c(C)[nH]c(C(=O)NCCc2ccc(OC)c(OC)c2)c1C | 12 | 1 | -0.3 | 8 | 5 | -4 | -26 | -0.2 | -2 | 9 | -7
13 | C=CCOc1ccc(C(=O)CC)cc1OC | 2 | 0 | -0.9 | 5 | 3 | 2 | -21 | -0.3 | 3 | -12 | -1
14 | O=C(CCc1nc2ccccc2[nH]1)Nc1ccccc1 | -3 | -8 | -1.8 | -9 | 3 | 9 | -14 | 0.1 | 7 | -22 | -31
15 | COC(=O)[C@@]1(Cc2ccc(OC)cc2)[C@H]2c3cc(C(=O)N4CCCC4)n(Cc4ccc(OC(F)(F)F)cc4)c3C[C@H]2CN1C(=O)c1ccccc1 | · | · | -0.3 | -1 | · | 10 | -26 | -0.1 | · | · | ·
16 | COc1ccc(CCN=C(N)NS(=O)(=O)c2ccc(C)cc2)cc1 | 2 | 13 | -0.6 | 7 | -2 | 20 | 16 | 0.5 | 10 | 0 | 10
17 | O=C(O)CCC(=O)Nc1ccc(OCC(=O)O)cc1 | -8 | 5 | -0.6 | 18 | -2 | 12 | 0 | 0.0 | -2 | 12 | 13
18 | Cc1nc2c(OCCOc3ccccc3)cccn2c1N(C)C(=O)CCC1CCCC1 | -13 | · | 8.2 | 3 | · | -5 | 6 | 0.4 | -11 | 5 | 20
19 | CCCCSc1nnc([C@@H]2CCCN2C(=O)OC(C)(C)C)o1 | 5 | 5 | 1.9 | 15 | -1 | -22 | 0 | 0.2 | -7 | -6 | 19
20 | CCOc1ccc(-c2nnc3sc(-c4ccccc4OC)nn23)cc1 | 10 | -19 | 0.0 | -2 | · | 14 | -24 | 0.0 | 10 | -15 | -1

4 of these compounds in another layout.
Second line of a record – Shn3 inh set2, MITF TRPM1 inh, iPSC survival up, HIF-2a inh, NR2E3 ag-1, TWEAK Fn14 block, NR2E3 ag-2, aDG glyco up, KKLEB tox, CF NFkB block, Peg3 promoter
11) C[C@H](CO)N1C[C@H](C)[C@@H](CN(C)S(=O)(=O)c2ccc3ccccc3c2)OCc2cn(nn2)CCCC1=O
 : -3, ·, -1.9, 4, ·, 1, -1, -0.1, 1, 13, -4
12) CCOC(=O)c1c(C)[nH]c(C(=O)NCCc2ccc(OC)c(OC)c2)c1C
 : 12, 1, -0.3, 8, 5, -4, -26, -0.2, -2, 9, -7
13) C=CCOc1ccc(C(=O)CC)cc1OC
 : 2, 0, -0.9, 5, 3, 2, -21, -0.3, 3, -12, -1
14) O=C(CCc1nc2ccccc2[nH]1)Nc1ccccc1
 : -3, -8, -1.8, -9, 3, 9, -14, 0.1, 7, -22, -31

(list continues)
no. | SMILES | Shn3 inh set2 | MITF TRPM1 inh | iPSC survival up | HIF-2a inh | NR2E3 ag-1 | TWEAK Fn14 block | NR2E3 ag-2 | aDG glyco up | KKLEB tox | CF NFkB block | Peg3 promoter
21 | O=C(O)CCn1cc(/C=C2\SC(=S)NC2=O)c(-c2ccccc2)n1 | -8 | 7 | -0.5 | 14 | 1 | 17 | 15 | 0.6 | 16 | -13 | 3
22 | COc1ccc(NC(=O)Nc2ccc(OC)c(OC)c2)c([N+](=O)[O-])c1 | 9 | -6 | -0.6 | 11 | -3 | -37 | 0 | 0.0 | 10 | -14 | -14
23 | CCOC(=O)/C(C#N)=C/Nc1cc(F)ccc1C | -13 | -9 | -0.5 | -44 | 4 | -22 | -2 | 0.0 | -7 | 0 | -22
24 | CC1CCCCN1S(=O)(=O)c1ccccc1[N+](=O)[O-] (stereo not drawn) | -2 | -3 | 1.5 | 19 | 1 | -1 | -8 | -0.1 | -3 | -7 | 15
25 | Cc1cc(C)n(CC(=O)n2c3ccccc3c3ccccc32)n1 | -10 | -15 | -1.6 | 3 | 4 | 6 | -8 | 0.1 | 2 | -3 | -1
26 | CS(=O)(=O)Nc1cccc(C2=NN(S(=O)(=O)c3ccccc3)C(c3cccs3)C2)c1 (stereo not drawn) | 4 | 12 | -0.8 | 21 | 0 | 0 | -8 | -0.2 | 8 | 10 | 3
27 | O=C(O)c1ccc(/C=C2\SC(=S)N(NC(=O)c3ccccc3)C2=O)cc1 | 0 | 8 | 0.5 | 15 | 0 | 13 | 1 | -0.2 | -9 | 8 | 8
28 | Cc1ccc(N2CC(C(=O)OCc3nnc(-c4ccccc4)o3)CC2=O)cc1 (stereo not drawn) | 5 | -11 | -0.4 | -32 | -1 | -6 | -30 | 0.3 | 13 | 13 | -52
29 | COC(=O)c1cc(=O)n(C2CC2)c(=NC2CC2)s1 | -5 | -2 | -1.1 | 7 | 2 | 8 | 6 | 0.5 | -22 | 21 | 4
30 | CC1CCCCN1c1nc2nonc2nc1N1CCCCC1C (stereo not drawn) | 2 | 1 | -0.8 | 15 | -2 | -14 | 2 | -0.2 | 3 | -12 | 12

Next section; the last two above are carried over.
no. | SMILES | Shn3 inh set2 | MITF TRPM1 inh | iPSC survival up | HIF-2a inh | NR2E3 ag-1 | TWEAK Fn14 block | NR2E3 ag-2 | aDG glyco up | KKLEB tox | CF NFkB block | Peg3 promoter
29 | COC(=O)c1cc(=O)n(C2CC2)c(=NC2CC2)s1 | -5 | -2 | -1.1 | 7 | 2 | 8 | 6 | 0.5 | -22 | 21 | 4
30 | CC1CCCCN1c1nc2nonc2nc1N1CCCCC1C (stereo not drawn) | 2 | 1 | -0.8 | 15 | -2 | -14 | 2 | -0.2 | 3 | -12 | 12
31 | CCCCNC(=O)c1ccc(CS(=O)(=O)c2ccc(OC)cc2)o1 | -25 | · | -2.9 | 10 | 3 | 7 | 3 | -0.1 | 15 | -14 | 9
32 | CCC(=O)N1CCN(c2ccc(Cl)cc2NC(=S)NC(=O)c2ccco2)CC1 | 11 | 8 | 0.1 | 8 | -3 | 11 | -4 | 0.4 | -26 | 14 | 22
33 | COc1ccc(C2SCC(=O)N2c2ccccc2)cc1 (stereo not drawn) | 7 | 5 | 0.5 | 13 | 0 | 25 | -14 | 0.2 | -3 | 7 | 14
34 | Cc1cc(NS(=O)(=O)c2ccc(Nc3nc(-c4ccc(O)cc4)cs3)cc2)no1 | -5 | 2 | -0.1 | 12 | -1 | -18 | -18 | 0.1 | -6 | 5 | 21
35 | COc1ccc(-n2ncc3c2CC(C)(C)CC3NC(=O)Cc2nonc2C)cc1 (stereo not drawn) | 19 | -9 | -0.3 | -1 | -1 | -6 | -12 | 1.4 | -5 | 11 | 14
36 | COc1ccc(NC(=O)Nc2c(C)noc2-c2ccccc2)cc1 | 4 | 8 | -0.8 | 19 | 2 | 3 | -15 | 0.1 | -1 | -4 | 3
37 | CC1CCCN(c2ncnc3c2cnn3-c2ccccc2)C1 (stereo not drawn) | 25 | 41 | -1.7 | 18 | 0 | 92* | 5 | 0.0 | -54* | -34 | 2
38 | CC(Cc1ccco1)NC(=O)c1ccc(C(F)(F)F)cc1 (stereo not drawn) | -79 | -126 | -0.5 | -234 | 5 | -4 | -108 | 0.0 | -13 | -12 | -216
39 | CCC[C@@H](O)c1cc2cc(OC)c(OC)cc2c(=O)o1 | -7 | -18 | 1.5 | 9 | 1 | 0 | -11 | 0.3 | 14 | -8 | -10
40 | CC(C)c1onc(C(=O)N2CCC(C(N)=O)CC2)c1[N+](=O)[O-] | 6 | 0 | -0.3 | 21 | 3 | 0 | -44 | 0.1 | 6 | 9 | 3
41 | O=S1(=O)C=C(SCc2ccccc2)Nc2ccccc21 | -12 | -11 | 1.2 | -6 | 2 | 11 | 14 | 0.3 | -18 | 24 | -5
